Platelet DG rel: modulates dense granule release in human platelets; AID 1663; human platelet-rich plasma, SFLLRN dense granule ATP release, luminescence; inhibition, %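 (compounds screened at 7.5 µM in platelet-rich plasma)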; 300,000 tested, 0.22% active;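 active = mean replicate score, as percent of positive control, at or above 50; inconclusive = mean below 50 but at least one replicate at or above 50; inactive = mean and every replicate below 50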
HIF activator: HIF pathway transcriptional activation; U2OS HRE-luciferase reporter, luminescence; normalized: DMSO 0%, desferrioxamine 100%; activation, % at 7.5 µM (by protocol); 300,000 tested, 0.32% active;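 active = mean activation of at least 10% of the iron chelator positive control signal, with at least half of replicates also reaching 10%; inconclusive = mean and replicate majority disagree about reaching 10%; inactive = mean and most replicates under 10%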
HSP90 refold inh: inhibitors of HSP90 luciferase refolding in rabbit reticulocyte lysate. luciferase refolding luminescence, 3 h. inhibition, % at 5.6 µM. 290,000 tested, 0.91% active. AID 1789;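 active = inhibition above the screen-wide mean plus 3 SD, computed separately per campaign, cut at about 16% in these data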;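 note: 0% = DMSO wells and 100% = 60 µM geldanamycin wells; inhibitors lower the luminescence because luciferase stays unfolded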
SKKanGAS inh: inhibitors of SKKanGAS S. pyogenes growth in kanamycin (SK-promoter or general growth effect) | BacTiter-Glo, 6 h | inhibition, % at 7.5 µM | 300,000 tested, 1.3% active | AID 1662;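 active = mean replicate score, as percent of positive control median, at least 50; inconclusive = mean below 50 but one replicate at or above 50; inactive = mean and every replicate below 50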;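 note: strain carries kanamycin resistance gene driven by streptokinase promoter and grows in 40 µg/ml kanamycin; loss of luminescence reflects streptokinase promoter inhibition or plain growth inhibition; 0% = median of DMSO wells and 100% = positive control at its reference dose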
HSF1 inh: HSF1 inhibition; NIH3T3-HGL HSE-luciferase, MG132-induced, luminescence 8 h; hits give low values; activity change, negative = inhibition, % at 7.5 µM (by protocol); 300,000 tested, 0.77% active;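 active = more than half of replicate wells show activity change below -50%, luminescence cut by over half; inconclusive = some wells, but at most half, below -50%; inactive = no replicate well below -50%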;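 note: luciferase reports HSF-1 transcriptional activity via heat shock element; 0% = median of DMSO wells and -100% = zero luminescence signal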
HSF-1 act: increases HSF-1 driven luciferase reporter signal; NIH3T3-HGL HSF-1 luciferase reporter, MG132, 8 h; 100% = twice DMSO control signal; activation, % at 9 µM; 300,000 tested, 1.7% active; AID 504408;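 active = mean replicate activation of at least 50% with a set share of replicates each reaching 50%; inconclusive = only one of those two conditions met; inactive = mean below 50% and too few replicates reaching it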;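 note: 0% = median of the neutral control wells and 100% = twice that signal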
aSyn 5UTR inh: 5' untranslated region of α-synuclein, MLPCN primary screen. inhibition, % (tested at 7.5 µM). 300,000 tested, 0.82% active. alpha-synuclein 5'UTR reporter, inhibitor activity. AID 1813; in the data active = inhibition above about 60%; inconclusive = no clear call, values can overlap the other calls;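 note: H4 neuroglioblastoma cells stably carrying SNCA 5'UTR luciferase fusion; 0% = DMSO wells and 100% = positive control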
IEC-6 tox: IEC-6 cytotoxicity, counter-screen for KLF5 inhibitors. luminescence viability. inhibition, % at 5 µM. 290,000 tested, 0.78% active; in the data active = inhibition above about 22%;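 note: 0% = plate median of test compound wells and 100% = cytotoxic reference compound wells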
KLF5 inh: suppresses KLF5 promoter-driven expression; DLD-1 KLF5 promoter-luciferase reporter, luminescence; inhibition, % at 5 µM; 290,000 tested, 0.23% active; AID 1700;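 active = inhibition above a per-plate limit of that plate's mean compound inhibition plus 3 SD, cut at about 60% in these data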;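 note: 0% = DMSO wells and 100% = LY294002 at 200 µM; higher means less KLF5 promoter-driven luciferase light; inactives centre near -14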
AI-2 QS modul: Vibrio harveyi AI-2 quorum sensing modulation. activity change, % at 7.5 µM. Vibrio harveyi JMH597 AI-2 luminescence/OD600 ratio, 9 h; hits give low values; strain lacks LuxN and CqsS sensors; 0 = neutral-control median. 300,000 tested, 0.4% active; in the data active = activity change below about -75%, passing the limit was not always enough; inconclusive = no clear call, values can overlap the other calls;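 note: luminescence divided by OD600 gain over 9 h not by final OD600 alone; inactives centre near 13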
Active calls of the source: *; ? = inconclusive; . = not tested or not shown; & = joins results of further samples. No enrichment for hits; overall some 6% were active at least once.

SMILES | Platelet DG rel | HIF activator | HSP90 refold inh | SKKanGAS inh | HSF1 inh | HSF-1 act | aSyn 5UTR inh | IEC-6 tox | KLF5 inh | AI-2 QS modul
Cn1nc(C(F)(F)F)cc1Oc1ncc(C(F)(F)F)cc1Cl | -6 | 0.1 | -2 | -12 | 0 | 0 | 1 | -4 | -11 | 14
NC1=NS(=O)(=O)NC1c1ccc(Br)cc1 (stereo not given) | 9 | -0.2 | -3 | -3 | -3 | -5 | 20 | -5 | -22 | 2
Cc1ccc(C(=O)CSc2nnc(COc3ccccc3)o2)cc1 | 14 | 0.0 | 1 | -10 | 2 | -7 | 10 | 8 | -18 | 13
COC(=O)c1ccc(CSc2nnc3ccccn23)o1 | 4 | -0.2 | 2 | -5 | 4 | -14 | 16 | 5 | -3 | 21
O=S(=O)(NCc1cn2ccccc2n1)c1cccs1 | -6 | -5.1 | -1 | -13 | 11 | 5 | -64 | -1 | -36 | -13
CCCCC(=O)Nc1ccc(NC(=O)c2ccc(C)c([N+](=O)[O-])c2)cc1OC | 5 | 0.0 | 0 | 1 | -1 | 5 | -37 | 0 | -25 | 26
O=C1c2cccnc2C(=O)N1c1ccccc1-c1ccccc1 | -1 | -0.1 | 2 | -3 | -4 | -18 | -24 | 4 | -11 | 22
Cc1cc2n(n1)C(c1cn(-c3ccccc3)nc1C)Nc1c(C)cccc1-2 (stereo not given) | -1 | -0.4 | -1 | -9 | -2 | -2 | 28 | 0 | -24 | 25
O=C(CN1CCN(Cc2ccccc2)CC1)c1c[nH]c2ccccc12 | 4 | -0.3 | -1 | 2 | 1 | 1 | 8 | -1 | 11 | 13
Cc1ccc(CNC(=O)c2cccnc2Sc2cccc(Cl)c2)cc1 | . | . | -2 | 0 | . | . | . | -2 | -3 | 5
COc1ccc(N2CC(C(=O)N3CCN(C(=O)c4ccco4)CC3)CC2=O)cc1 (stereo not given) | 1 | 0.2 | -3 | 9 | -3 | 7 | -5 | -1 | -1 | 12
Cc1cccc(NC(=S)NCCN(C2CCCCC2)C2CCCC2)c1 | -43 | -0.4 | 1 | -6 | -6 | -4 | -9 | 5 | 22 | 5
COC(=O)c1ccccc1NC(=O)CSc1nc(N)cc(=O)[nH]1 | 6 | -0.3 | -1 | -17 | 8 | 30 | 30 | 6 | -14 | 11
O=C(NCC1CCCO1)NC1(C(F)(F)F)Oc2ccccc2O1 (stereo not given) | 1 | -1.1 | 1 | 1 | 5 | -5 | 8 | 6 | 32 | 13
CC(C)(C)NC(=O)COC(=O)c1nsc(Cl)c1Cl | 3 | -0.2 | -5 | 2 | -18 | -35 | 6 | -2 | -19 | 54
CCc1noc(C)c1C(=O)N(C)CC(=O)Nc1ccc(Br)cc1C | -1 | -0.1 | . | -4 | -7 | 5 | 17 | . | . | 21
O=C(c1cccc(S(=O)(=O)N2CCOCC2)c1)N(Cc1ccc(F)cc1)Cc1ccco1 | 13 | 0.1 | 5 | -9 | 0 | -15 | 17 | 0 | 7 | -8
Cc1nn(-c2ccc(N3CCCCC3)nn2)c(C)c1CCC(=O)Nc1ccc(F)c(F)c1 | -2 | 2.9 | 1 | 12 | 18 | 28 | -66 | -1 | -123 | 12
CC[C@@H](C)[C@H](NC(=O)Cc1c(C)c2c(cc(C)c3c(C)coc32)oc1=O)C(=O)O | -1 | 1.6 | 3 | 4 | 0 | -13 | 9 | 8 | -5 | 14
COC(=O)c1ccc(COc2ccc(/C=N/Nc3nc(C)cc(=O)[nH]3)cc2)cc1 | 0 | 0.4 | -3 | 24 | 14 | 8 | -28 | 2 | -31 | 36
O=C1c2ccccc2C(=O)c2c1cccc2N1CCN(C/C=C/c2ccccc2)CC1 | -3 | -0.3 | . | -2 | -3 | 7 | -3 | . | . | 20
O=C(O)CSc1cccc2cccnc12 | 19&0 | -0.2&1.6 | 3&3 | 4&-1 | 4&-8 | 15&-6 | -3&4 | 3&-3 | -33&-11 | 27&57
COC(=O)c1cc(=O)n(Cc2ccc3c(c2)OCO3)c(=Nc2ccc(F)c(Cl)c2)s1 | -2 | 0.1 | 1 | 0 | 14 | -2 | -66 | -2 | -16 | 27
Cc1ccc(NC(=O)c2ccco2)c(NC(=O)CN2C(=O)c3ccccc3C2=O)c1 | 1 | -0.4 | 3 | -7 | . | . | 19 | 1 | -35 | 19
COc1ccc(CCNC(=O)CNC(=O)c2ccc3c(c2)OCO3)cc1OC | -3 | -0.3 | 0 | 0 | -8 | 6 | 11 | 5 | -37 | 37
CCOC(=O)c1oc2ccccc2c1NC(=O)c1cc(OC)cc(OC)c1 | 4 | -0.4 | -3 | -3 | -7 | -18 | 44 | -7 | -25 | 13
CCN(CC)c1ccc(NS(=O)(=O)c2cn(C)c(=O)n(C)c2=O)c(C)c1 | 7 | -0.2 | 1 | -4 | -1 | 1 | -1 | -1 | -17 | 18
COc1ccc2[nH]c(C)c(CCNC(=S)Nc3ccc(F)cc3)c2c1 | 0 | -0.1 | -2 | -11 | 2 | 11 | 1 | 4 | -18 | 17
Cc1ccnc(NC(=O)CCC(=O)N(CC(=O)NC2CCCCC2)CC2CCCO2)c1 (stereo not given) | -23 | 0.2 | 4 | 10 | -3 | -6 | -7 | 0 | -5 | 27
COc1ccc(C2=NN(C)C(=NCc3ccccc3)SC2)cc1 | -10 | 1.3 | -2 | -12 | 22 | 53* | -61 | -8 | -21 | 48
O=C(Nc1ccc(S(=O)(=O)NC2CCCCC2)cc1)c1ccco1 | -1 | -0.1 | -1 | 2 | -2 | 12 | 39 | -3 | -27 | 6
O=C(NCC1CCCO1)c1ccc(NC(=O)C2CCCCC2C(=O)O)cc1 (stereo not given) | 0 | 0.0 | -5 | -10 | -6 | -3 | 20 | 4 | -9 | 22
CC(=O)Nc1ccc(S(=O)(=O)N/N=C/c2ccc(C)s2)cc1 | -5 | 0.7 | -1 | 5 | 4 | -7 | -137 | -7 | -29 | 40
COC(=O)c1c(NC(=O)CCNCc2ccco2)sc2c1CCC2 | 15 | -0.1 | -2 | -11 | 10 | 0 | 4 | -2 | 6 | 12
CCc1sc(N(C(=O)Cc2ccccc2)c2ccccc2F)nc1-c1ccc(C)cc1 | -4 | 0.9 | -3 | 37 | 2 | 9 | 2 | -4 | -44 | 12
CCOc1ccc(N(CC(=O)NCC(C)C)S(C)(=O)=O)cc1 | -14 | -0.1 | -3 | -2 | -2 | -8 | 13 | -2 | -4 | 8
CCOc1ccc(CCNC(=O)c2ccc(CS(=O)Cc3ccccc3Cl)o2)cc1 (stereo not given) | 3 | 1.1 | -4 | 2 | 4 | -5 | -59 | -4 | 7 | 22
S=c1[nH]nc(COc2ccc(Cl)cc2)n1-c1ccccc1 | -3 | -0.5 | -5 | 3 | -6 | 19 | 9 | 5 | -30 | 11
O=C(NCCc1ccccc1)C1(c2ccccc2)CC1(Cl)Cl (stereo not given) | 3 | -0.9 | -1 | 2 | 5 | -3 | 8 | -4 | -36 | 23
O=C(Oc1ccc(Cl)cc1N1C(=O)CCC1=O)c1ccco1 | 2 | -0.2 | 0 | 2 | -4 | -9 | -3 | 0 | -12 | 20
COC(=O)CCn1nc(-c2ccc(Cl)cc2)c2ccccc2c1=O | 13 | 0.0 | -3 | -4 | . | . | 43 | 4 | -54 | 3
CCOC(=O)C1CCCN(C2CC(=O)N(c3ccc(NC(C)=O)cc3)C2=O)C1 (stereo not given) | -3 | 0.1 | -4 | 0 | 0 | 12 | 11 | -5 | 7 | 8
Cc1ccc(-c2c[nH]c(=S)n2-c2ccccc2)cc1 | 6 | 3.3 | 6 | 9 | -17 | -22 | -30 | 1 | -4 | -16
c1ccc(C[C@H]2CNCCN2CCC23CC4CC(CC(C4)C2)C3)cc1 | -4 | 2.0 | . | 5 | 0 | -13 | -39 | . | . | 8
Cc1cccn2c(=O)nc(SCC(=O)N3CCCCC3)nc12 | 0 | 0.6 | . | -3 | 4 | 16 | -1 | . | . | 41
O=C(NCCNC1CCCCC1)c1ccco1 | 5 | -0.5 | -4 | -1 | -3 | 2 | -12 | 4 | -14 | 6
CCOc1ccc2[nH]c(=O)c(CN(Cc3ccc(F)cc3)C(=O)c3ccco3)cc2c1 | 5 | 0.7 | -1 | 0 | 23 | 75* | -2 | 4 | -14 | 12
O=c1[nH]c(SCc2ccc(Cl)cc2)nc2[nH]ncc12 | -2 | 1.5 | -4 | 12 | 27 | ? | -70 | -3 | -9 | 34
Cc1ccnc(NC(=O)c2ccc3c(c2)S(=O)(=O)c2ccccc2C3=O)c1 | 26 | 0.9 | 1 | 11 | 0 | -4 | -58 | 5 | -10 | 0
Cc1ccc(-c2nn3c(C)nnc3s2)cc1NC(=O)COc1ccc(Cl)cc1 | 4 | -0.1 | 2 | 0 | 1 | -2 | 15 | 3 | -11 | 29
Cc1cc(C)c2nc(NNC(=O)c3cc(-c4cccs4)nc4ccccc34)sc2c1 | 6 | 0.5 | 5 | 89* | -5 | -5 | -24 | 4 | -2 | 22
COc1ccc(-c2csc3ncnc(Cl)c23)cc1 | -6 | 1.0 | 5 | 4 | 7 | -1 | -26 | -1 | -23 | 29
CC(C)(C)c1nc2scc(-c3cccs3)c2c(=O)o1 | 0 | -1.0 | 0 | 14 | -2 | -4 | -13 | -1 | 24 | 23
CCCCNC(=O)CCn1c(=O)c2ccccc2n(Cc2ccc(F)cc2)c1=O | -7 | 0.4 | 6 | -3 | 6 | 24 | 24 | 3 | -17 | 23
O=C1c2ccccc2C(=O)N1COc1ccc(S(=O)(=O)N2CCOCC2)cc1[N+](=O)[O-] | 0 | -1.0 | -1 | 0 | 7 | 25 | 3 | -2 | -31 | 15
Cc1nn(Cc2ccc(Cl)cc2)c(C)c1N | -2 | 0.0 | 0 | 3 | 4 | 11 | 12 | -2 | -11 | 26
Cc1nn(-c2ccc(F)cc2)c(N)c1C1(O)C(=O)Nc2ccccc21 (stereo not given) | -4 | 0.7 | 0 | -16 | -2 | -4 | 12 | 5 | -15 | 41
CCC(C)C(=O)Nc1nc(C)c(-c2csc(Nc3cc(OC)ccc3OC)n2)s1 (stereo not given) | -2 | -0.2 | -2 | 7 | -12 | -20 | 44 | -4 | -11 | 39
Cc1ccccc1N1C(=O)c2ccccc2NC1c1ccncc1 (stereo not given) | 22 | 0.6 | 0 | -3 | -1 | -5 | -7 | -2 | -10 | -6
Cc1ccc(C)c(N2CCN(C(=O)CCS(=O)(=O)c3ccc4c(c3)CCN4C(=O)C3CC3)CC2)c1 | 16 | -0.5 | -1 | 3 | 1 | 13 | 29 | 8 | -10 | 23
O=C(CN1C(=O)/C(=C/c2ccccc2)SC1=S)N1CCN(CCc2ccccn2)CC1 | 3 | -0.1 | -2 | -1 | 1 | -3 | 19 | 9 | -31 | 24
N#Cc1c(NC(=O)CSc2n[nH]c(Cc3ccccc3)n2)oc(-c2ccccc2)c1-c1ccccc1 | 0 | -0.4 | 1 | ? | -3 | 4 | 6 | -2 | -13 | 40

Screens from PubChem.
